# S1P3 agonist: human S1P3 receptor agonists, primary screen, cell-based, primary and confirmation, NFAT-BLA reporter | Sphingosine 1-phosphate receptor 3 (Homo sapiens), Q99500 | S1P3 NFAT-BLA reporter cells, agonism, FRET ratio; relative to 1 µM S1P, basal subtracted | activation, % at 4.5 µM | 0.1% of 60,000 active | AID 373, 2006;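 active means activation above the screen-wide mean plus 3 SD, cut at about 4.5% in these data, passing the limit was not always enough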; further: some compounds called inactive have numbers as strong as hits
#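 Material: Human S1P3 NFAT-BLA reporter CHO cells | Incubation: Overnight plating, 4 h compound 37 °C, 2 h substrate RT | Signal: FRET β-lactamase substrate fluorescence, excitation 405 nm, 460/535 nm emission ratio, background-subtracted | Compound: 4.5 µM final, single dose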
# AP ELISA ortho: alternative complement pathway inhibitors, primary screen, biochemical, ELISA, human serum, orthogonally pooled compounds | inhibition, % at 5 µM | 0.08% of 62,000 active | AID 1235, 2008 | LPS-coated ELISA, C3 deposition; tested in compound mixtures;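 active means inhibition above 30% in each of the two pooled mixtures holding the compound, so the lower value exceeds 30%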;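 further: 0% = serum in Mg-EGTA without compound and 100% = EDTA serum blank; some compounds past the cut are filed as inactive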
#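 Assay system: Human serum alternative complement pathway, C3 deposition on LPS-coated wells | Incubation: 1 h serum-compound exposure at 37 °C | Doses: 5 µM per compound in ten-compound mixtures | Read-out: Percent inhibition | Technique: ELISA with HRP anti-human C3 antibody, TMB substrate, absorbance 450 nm | Replication: Two pool placements per compound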
# SF-1 act: activators of human SF-1, primary screen, cell-based, CHO-K1, Gal4-SF-1 LBD, luciferase luminescence. Steroidogenic factor 1 (Homo sapiens), Q13285. CHO-K1 Gal4-SF-1 LBD luciferase reporter; % increase over DMSO SF-1-specific signal. activation, % at 10 µM. 1.9% of 65,000 active;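 active means activation above the mean activation of all tested compounds plus 3 SD, cut at about 50% in these data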
# Target sequence (Q13285 whole entry, looked up, the tested form may be a part): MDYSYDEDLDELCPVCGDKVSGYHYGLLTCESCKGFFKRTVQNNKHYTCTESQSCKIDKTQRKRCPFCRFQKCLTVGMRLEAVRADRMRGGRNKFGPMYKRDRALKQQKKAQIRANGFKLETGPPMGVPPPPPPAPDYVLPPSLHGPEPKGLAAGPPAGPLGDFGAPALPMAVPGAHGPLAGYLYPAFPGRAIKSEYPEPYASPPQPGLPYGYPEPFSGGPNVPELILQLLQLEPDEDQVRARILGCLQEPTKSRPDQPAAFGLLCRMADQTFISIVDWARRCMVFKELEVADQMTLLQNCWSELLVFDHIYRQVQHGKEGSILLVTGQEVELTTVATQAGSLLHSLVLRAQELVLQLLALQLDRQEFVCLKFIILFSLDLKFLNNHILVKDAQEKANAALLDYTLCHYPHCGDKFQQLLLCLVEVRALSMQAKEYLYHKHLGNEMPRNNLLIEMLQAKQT
#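 Material: CHO-K1 cells with Gal4–hSF-1 LBD chimera plus Gal4-driven luciferase / Input: 4,000 CHO-K1 cells per well / Incubation: compound exposure 20 h at 37 °C / Signal: luminescence read 15 min after SteadyLite luciferase reagent, after room-temperature equilibration / Read-out: percent activation versus DMSO / Benchmarks: DMSO negative control and −SF1 background wells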
# 5HT1E ag: 5-HT1E receptor agonists, primary screen, cell-based, HTS | 5-hydroxytryptamine receptor 1E (Homo sapiens), P28566 | CHO 5-HT1E Ga15 NFAT-bla reporter, FRET; 0% DMSO wells, 100% control agonist wells | activation, % at 6 µM | 0.69% of 65,000 active;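 active means activation above a set limit, the screen-wide mean activation plus 3 SD, cut at about 8.5% in these data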;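 further: 100% = positive control agonist at 1 µM giving full maximal response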
# S1P1 ag pot: S1P1 agonists and agonism potentiators, primary screen, cell-based, primary and confirmation screens, CRE-bla reporter; S1P1 CRE-bla cells, forskolin, beta-lactamase FRET, potentiator mode; S1P1 agonist co-added at EC20, 2 nM; 100% = saturating reference agonist, 0% = basal; activation, % at 9.5 µM; Sphingosine 1-phosphate receptor 1 (Homo sapiens), P21453; AID 449, 2006; 0.57% of 56,000 active;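 active means activation above a cutoff set at the mean activation of all tested compounds plus 3 SD, cut at about 54% in these data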;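 further: forskolin at 4 µM as EC80 and the EC20 agonist is SEW2871; 100% = SEW2871 at its EC100 plus forskolin at EC80; some compounds past the cut are filed as inactive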
# Target sequence (P21453 whole entry, looked up): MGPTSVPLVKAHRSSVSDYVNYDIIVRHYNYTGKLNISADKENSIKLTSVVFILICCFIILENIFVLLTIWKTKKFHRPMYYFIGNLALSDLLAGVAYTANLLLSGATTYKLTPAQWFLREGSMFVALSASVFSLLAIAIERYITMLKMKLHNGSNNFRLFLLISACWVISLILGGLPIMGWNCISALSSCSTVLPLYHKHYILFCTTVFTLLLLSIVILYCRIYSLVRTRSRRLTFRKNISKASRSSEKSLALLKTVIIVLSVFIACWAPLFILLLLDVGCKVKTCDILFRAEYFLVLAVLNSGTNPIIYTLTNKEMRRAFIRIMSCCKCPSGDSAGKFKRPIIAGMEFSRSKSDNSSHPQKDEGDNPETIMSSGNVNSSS
# tolC growth inh: growth inhibitors of E. coli tolC mutant, primary screen, strain BW25113 ΔtolC::kan, 384-well; AID 573, 2007; growth inhibition, % at 10 µM (by protocol); OD615; 2.2% of 65,000 active;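 active means growth inhibition at or above a cutoff equal to the mean over every tested compound plus 3 SD, cut at about 60% in these data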;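 further: growth measured after 20 h incubation at 37 °C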
#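 Test system: tolC-deleted E. coli BW25113 | Medium: LB with kanamycin 50 µg/mL | Compound dosing: Single concentration, 10 µM final per compound | Schedule: 37 °C, 20 h exposure | Measured by: OD at 615 nm | Evaluation: Percent growth inhibition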
# HTR1E antagonist: 5-HT1E receptor antagonists, primary screen, cell-based, HTS | inhibition, % at 6 µM | CHO 5-HT1E Ga15 NFAT-bla reporter, FRET, antagonist | AID 571, 2007 | 0.99% of 65,000 active;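 active means inhibition above a set limit, the mean inhibition across every tested compound plus 3 SD, cut at about 29% in these data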;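 further: signal is the 460 over 535 nm emission ratio of beta-lactamase substrate; 0% = agonist plus DMSO wells and 100% = wells without agonist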
# 5-HT1A blocker: human 5-HT1a receptor antagonists, primary screen, cell-based, CHO, Ga15 NFAT-bla reporter. 5-hydroxytryptamine receptor 1A (Homo sapiens), P08908. CHO 5-HT1a Ga15 NFAT-bla reporter, antagonist mode. inhibition, % at 10 µM. 0.68% of 62,000 active;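 active means inhibition above the mean of all tested compounds plus 3 SD, cut at about 43% in these data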;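 further: receptor stimulated by 5-CT agonist at 100 nM near EC80; beta-lactamase reporter measured by ratiometric fluorescence of a cleavable substrate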
# RORa activator: activators of orphan receptor RORA, primary screen, cell-based, luminescence; CHO-K1 Gal4-RORA LBD luciferase reporter; percent increase over mock-subtracted basal signal; activation, % at 10 µM; 1.5% of 65,000 active; AID 560, 2006;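 active means activation above the mean of all tested compounds plus 3 SD, cut at about 49% in these data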;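 further: 0% = DMSO-treated RORA cells and 100% = added signal equal to DMSO minus mock-transfected cells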
# * = called active by the depositor; . = no result given. Rows were taken by chance, and some 7.1% of all compounds hit somewhere here.
SMILES,S1P3 agonist,AP ELISA ortho,SF-1 act,5HT1E ag,S1P1 ag pot,tolC growth inh,HTR1E antagonist,5-HT1A blocker,RORa activator
COc1ccccc1NC(=O)c1c(NC(=O)c2ccco2)sc2c1CCC2,-1.4,18,-19,-0.1,-8,-1,-9,-6,-22
O=C(c1ccc2snnc2c1)N1CCOCC1,0.4,12,1,0.3,-8,-10,-4,-12,13
CCOC(=O)N1CCN(C(=O)c2ccc3c(c2)sc2nc(-c4ccccc4)cn23)CC1,-1.1,4,110*,0.8,-21,-2,-9,-2,62*
O=C(Nc1c(-c2ccccc2)nc2c(Br)cc(Br)cn12)c1ccco1,-0.1,7,-2,-0.3,18,6,6,9,-2
COc1ccc(-c2nnn(CC(=O)c3ccc4c(c3)OCCO4)n2)cc1OC,0.4,0,0,-0.6,-17,16,-5,0,-14
CC1CCCCC12NC(=O)N(Cn1nnc3ccccc3c1=O)C2=O (centres undefined),-0.6,4,4,0.6,5,-15,-12,1,-12
Cc1ccc2nsnc2c1S(=O)(=O)N1CCN(C(=O)C2CCCO2)CC1 (centres undefined),-0.9,4,-14,0.2,-2,-10,4,-5,2
COc1ccc(Cc2nnn(CC(=O)O)n2)cc1,0.2,13,22,1.7,-45,-8,-7,-10,-18
CCCc1cc(NCCN2CCOCC2)n2c(nc3ccccc32)c1C#N,-1.7,.,-4,-0.5,-6,8,-3,.,6
Cc1ccc2c(c1)CCCN2C(=O)C1CCCO1 (centres undefined),-0.9,17,0,0.1,-8,-6,2,-9,-8
CN1CCN(CC(=O)C23CC4CC(CC(C4)C2)C3)CC1,-0.6,10,-4,0.2,6,-23,1,4,-17
CCCC(=O)N1CCN(S(=O)(=O)c2cc(Cl)ccc2OC)CC1,1.5,14,-4,-0.4,-23,-4,-5,2,-14
O=C(CSc1nc(N2CCCCC2)nc(N2CCCCC2)n1)N1CCN(c2ccccc2)CC1,-0.7,-4,-20,-0.1,31,11,10,0,-3
CCCCCCC(=O)N(O)C1CC(=O)N(Cc2ccccc2)C1=O (centres undefined),-1.9,5,4,-0.7,28,2,30*,30,-4
Cc1noc(C)c1CSCC(=O)OCC(=O)NC1CCCCC1,.,9,8,-0.7,.,-2,3,2,1
O=S(=O)(c1ccc(-c2nnc(SCc3ccccc3)o2)cc1)N1CCCC1,-1.4,-1,-8,0.2,-50,-33,-5,-3,-14
Nc1nnc(SCc2coc(-c3ccc(Cl)cc3)n2)s1,-0.5,-4,46,-1.0,12,-5,6,0,35
CC(=O)Nc1ccc(NS(=O)(=O)C(F)(F)F)cc1,-1.3,-2,9,0.1,-2,23,6,-2,10
O=C(NCc1cccnc1)c1ccc(S(=O)(=O)N2CCOCC2)cc1,-0.2,9,-10,0.4,1,-4,-7,3,-16
COCc1c(C(=O)OCC(=O)N2c3ccccc3CC2C)oc2ccccc12 (centres undefined),-1.2,8,7,0.4,14,-1,-1,-1,-8
CCN(CC)c1ccc(C(=O)OCC(=O)c2ccco2)cc1,-0.8,-19,54*,0.3,8,-7,-14,-3,42
N#CCSc1nc2ccc(N3CCCCC3)cc2c(=O)n1Cc1ccccc1,.,19,8,0.3,.,17,3,5,12
Cc1cccc(C(=O)NC2CC(C)(C)NC(C)(C)C2)c1,-0.2,5,2,-0.3,-18,-8,3,10,-12
Cc1ccccc1CS(=O)(=O)Cc1ccc(C(=O)NCCCN2CCCC2=O)o1,-1.3,8,-14,0.0,2,-14,0,-17,3
CCCCC(=O)Nc1nn(CC(C)C)c2nc3ccccc3cc12,.,-10,-9,1.8,.,.,8,20,5

# Eleven entries already listed, ordered by number of heavy atoms, falling.
SMILES,S1P3 agonist,AP ELISA ortho,SF-1 act,5HT1E ag,S1P1 ag pot,tolC growth inh,HTR1E antagonist,5-HT1A blocker,RORa activator
CCOC(=O)N1CCN(C(=O)c2ccc3c(c2)sc2nc(-c4ccccc4)cn23)CC1,-1.1,4,110*,0.8,-21,-2,-9,-2,62*
Cc1ccccc1CS(=O)(=O)Cc1ccc(C(=O)NCCCN2CCCC2=O)o1,-1.3,8,-14,0.0,2,-14,0,-17,3
COc1ccc(-c2nnn(CC(=O)c3ccc4c(c3)OCCO4)n2)cc1OC,0.4,0,0,-0.6,-17,16,-5,0,-14
CCCc1cc(NCCN2CCOCC2)n2c(nc3ccccc32)c1C#N,-1.7,.,-4,-0.5,-6,8,-3,.,6
Cc1ccc2nsnc2c1S(=O)(=O)N1CCN(C(=O)C2CCCO2)CC1 (centres undefined),-0.9,4,-14,0.2,-2,-10,4,-5,2
O=C(Nc1c(-c2ccccc2)nc2c(Br)cc(Br)cn12)c1ccco1,-0.1,7,-2,-0.3,18,6,6,9,-2
CCCCCCC(=O)N(O)C1CC(=O)N(Cc2ccccc2)C1=O (centres undefined),-1.9,5,4,-0.7,28,2,30*,30,-4
CCCC(=O)N1CCN(S(=O)(=O)c2cc(Cl)ccc2OC)CC1,1.5,14,-4,-0.4,-23,-4,-5,2,-14
Cc1cccc(C(=O)NC2CC(C)(C)NC(C)(C)C2)c1,-0.2,5,2,-0.3,-18,-8,3,10,-12
COc1ccc(Cc2nnn(CC(=O)O)n2)cc1,0.2,13,22,1.7,-45,-8,-7,-10,-18
O=C(c1ccc2snnc2c1)N1CCOCC1,0.4,12,1,0.3,-8,-10,-4,-12,13

# (further entries)
SMILES,S1P3 agonist,AP ELISA ortho,SF-1 act,5HT1E ag,S1P1 ag pot,tolC growth inh,HTR1E antagonist,5-HT1A blocker,RORa activator
Cc1cccc(OCC(=O)Nc2ccc(N3CCN(S(C)(=O)=O)CC3)cc2)c1,-1.3,-7,-24,0.7,6,-18,1,4,-9
O=C1CCCCCN1C(=O)c1cccc(C(=O)N2CCCCCC2=O)c1,-0.3,-2,7,-1.1,-6,-6,-3,1,22
O=S(=O)(NCC(c1cccnc1)N1CCN(c2ccc(F)cc2)CC1)c1ccccc1 (centres undefined),-1.2,.,-10,-0.3,1,-1,-2,-7,1
Cc1ccc2nc(NCCO)nc(-c3ccccc3)c2c1,-0.3,4,4,1.3,5,6,14,5,-3
CCN(CC)S(=O)(=O)c1ccc(NC(=O)Cn2c(=O)oc3ccccc32)cc1,.,9,12,0.4,.,6,-3,-13,14
CCN1CCN(C2CCN(C(C)=O)CC2)CC1,0.0,26,1,0.1,-12,-16,3,-4,7
CCN(CC)CCCN1C(=O)C(O)=C(C(=O)c2ccco2)C1c1ccc(C)o1 (centres undefined),.,-2,6,0.6,.,-8,4,2,3
CCOC(=O)C1=C(C)N(C)C(=O)NC1c1ccc(C)s1 (centres undefined),-0.6,10,-7,0.6,.,-3,3,-4,-8
COc1ccc(CCNC(=O)CCS(=O)(=O)c2cccc3nsnc23)cc1OC,.,11,7,-0.7,.,-3,2,-6,-6
CSc1nnc2c(n1)OC(c1ccc(C(=O)O)cc1)N(C(C)=O)c1ccccc1-2 (centres undefined),-0.8,1,-9,0.5,17,-5,10,-2,11
Cc1nc2ccc(S(=O)(=O)NCC(=O)N3CCN(c4ccccc4)CC3)cc2s1,-0.5,12,10,-0.2,-8,5,-19,-15,-5
O=C(CN1CCN(c2ccccc2)CC1)Nc1nccs1,0.1,-9,9,-0.9,7,-4,4,1,2
CCCOc1cccc(C(=O)Nc2cccc(NC(=O)c3ccco3)c2)c1,-0.8,17,-14,-1.6,-6,20,-15,-27,8
O=C(CCNS(=O)(=O)c1cccc2nonc12)NC1CCCc2ccccc21 (centres undefined),.,6,-5,-0.2,.,-4,-6,2,17
O=C(CSc1nnc(CNc2ccc(F)cc2)n1Cc1ccccc1)NCc1ccco1,-0.4,17,-4,1.3,6,7,-10,-6,19
O=S(=O)(NCC(c1cccnc1)N1CCN(c2ccccc2)CC1)c1cc(F)ccc1F (centres undefined),.,17,4,1.1,.,9,9,-8,-10
Cc1cc(C)c(C#N)c(SCc2[nH]nc3c2C(c2ccccc2)C(C#N)=C(N)O3)n1 (centres undefined),-5.1,14,-4,-1.4,-9,18,8,.,-9
O=C(c1ccccc1)c1c[nH]c2cc3c(cc2c1=O)OCO3,.,11,-7,0.9,.,-7,-4,-18,-4
CCc1c(O)nc(SCC(=O)Nc2ccccc2)n(-c2ccccc2)c1=O,-1.0,3,10,0.5,-13,6,0,-1,-3
CCCOc1ccc(N)cc1N,0.8,16,-29,1.1,-21,0,9,-3,2
O=C(Cc1ccccc1F)Nc1nc(-c2cccs2)cs1,-0.2,11,46,0.2,13,91*,1,11,10
Cn1c(SCC(=O)NCC2CCCO2)nnc1-c1ccc(S(=O)(=O)N2CCCC2)cc1 (centres undefined),-0.8,-4,-18,-0.3,-18,-7,8,1,-10
O=C1c2[nH]nc(-c3ccccc3O)c2C(c2ccc(F)cc2)N1CC1CCCO1 (centres undefined),-1.6,-1,12,1.0,5,59,-7,20,3
Cc1cc(C)c2c(c1)-c1cc(C)nn1C(c1ccc3c(c1)OCO3)N2 (centres undefined),-1.1,-13,-5,-0.6,-18,27,-7,8,6
COCCn1cc(C(=O)N2CCCC(C)C2)c2c3ccccc3n(C)c2c1=O (centres undefined),-1.0,-13,-22,-0.8,-6,-13,7,10,1
N#Cc1nc(COc2ccc(Br)cc2)oc1N1CCCC1,0.0,-10,-3,0.5,2,14,-2,.,2
Cc1oc(-c2ccc(Cl)cc2)nc1CN1CCC(C(=O)N2CCN(c3ccccn3)CC2)CC1,-0.6,9,-2,0.5,-9,7,3,-2,13
CC(NC(=O)c1ccco1)C(=O)Nc1nc(-c2ccccn2)cs1 (centres undefined),-0.5,7,1,0.6,-2,-1,-4,5,-18

# Assay outcomes deposited in PubChem BioAssay by several laboratories.
